Compound activity: PubChem BioAssay, The Scripps Research Institute Molecular Screening Center
phage Ecoli inh – E. coli growth loss with phage present. growth absorbance. inhibition, % at 11.9 µM. 360,000 tested, 0.26% active. AID 651602; in the data active = inhibition above about 11%
* = called active by the depositor. These rows are one share of the data; the hit share may differ from the screen's.

phage Ecoli inh	Molecule
1.4	CC(=O)OCC(O)C1(O)CCC2C3CCC4=CC(=O)CCC4(C)C3C(O)CC21C (stereo unspecified)
3.0	CCCNC(=O)C1(C)CCN(C(=O)c2ccc(OC)cc2OC)C1 (stereo unspecified)
-0.3	COc1ccc(NC(=O)C2Cc3c(-c4cccc(NC(C)=O)c4)ccnc3O2)cc1 (stereo unspecified)
1.6	O=C(Nc1ccc2c(c1)Cc1cc([N+](=O)[O-])ccc1-2)C(F)(F)F
0.0	O=C(NCc1cccc(C(F)(F)F)c1)c1ccc2sc([C@@H]3O[C@H](CO)[C@H](O)[C@H](O)[C@H]3O)nc2c1
2.1	Cc1cccc(C)c1NC(=O)C(C1CC1)n1c(-c2ccc(=O)[nH]c2)nc2ccccc21 (stereo unspecified)
0.5	COc1ccc2c(C)cc(=O)oc2c1OCC(O)CN1CCOCC1 (stereo unspecified)
1.5	O=C1Nc2ccccc2-c2nnnn2C1N1CCC(Cc2ccccc2)CC1 (stereo unspecified)
3.9	COc1ccc(C#Cc2c(-c3ccccc3OC)oc3ccccc23)cc1
4.7	O=C(NC1CCCC1)N[C@@H]1CC[C@@H](CC(=O)N2CCOCC2)O[C@@H]1CO
2.8	Cc1ccccc1-c1cc2nc(NCc3ccccc3F)n(C)c(=O)c2s1
0.5	NC(=O)CC(NC(=O)c1cccc(Br)c1)c1ccc(NCCN2CCOCC2)c([N+](=O)[O-])c1 (stereo unspecified)
1.8	Cc1cccc(C)c1NC(=O)C1(C)CCC(=O)N1C1CCN(Cc2ccccc2)CC1 (stereo unspecified)
-1.1	Cc1cc(C(=O)N2CCC2(C)C(=O)NS(=O)(=O)c2cccc(OC(F)F)c2)nn1C (stereo unspecified)
2.8	COc1ccc(CNC(=O)C2(C)Cc3c(-c4ccc(C(N)=O)cc4)ccnc3O2)cc1OC (stereo unspecified)
2.7	CSCc1cc(C(=O)NC2CC2)c(N)s1
2.7	Cc1ccc(CNC(=O)CC[C@H]2O[C@@H](n3cc(C)c(=O)[nH]c3=O)C[C@@H]2O)o1
-0.8	Cc1cc2c(cc1C)-n1nnnc1C(N1CCN(c3ncccc3C#N)CC1)C(=O)N2 (stereo unspecified)
1.8	CCc1nc2ccc(C(=O)Nc3cccc(OCC(=O)N(C)C)c3)cn2c1N(C=O)Cc1ccc(OC)cc1
0.9	O=S1(=O)CC(N2CCSCC2)CN1Cc1cn(Cc2cccc(Cl)c2)nn1 (stereo unspecified)
4.3	N#Cc1cccc(C(=O)C(=O)N2CCCN(Cc3ccc(F)cc3)CC2)c1
0.6	COC(=O)[C@]1(Sc2ccc(C)cc2)CC(=O)N[C@@H]1c1ccco1
1.9	CCOC(=O)C1=C[C@@H](C(C)(C)C)N(S(=O)(=O)c2ccc([N+](=O)[O-])cc2)[C@H]1c1ccccc1Cl
0.4	CCCCNC(=O)c1nc(C2CCNCC2)oc1-c1cccc(C(F)(F)F)c1
0.8	CC1=C(C(=O)N(C(C)C)C(C)C)CC(CC(=O)NCCCN(C)C)C(=O)N1Cc1ccc(F)cc1 (stereo unspecified)
4.4	CCCCNC(=O)C1(C)CCN1Cc1cccc2c(OC)cc(C(=O)OCC)cc12 (stereo unspecified)
3.1	CCc1nc2c(OCc3ccc(F)cc3)cccn2c1N(C)C(=O)c1ccc(C)cc1
-0.6	CC(C)C[C@H]1COc2cc(N3CC[C@@H](O)C3)ccc2S(=O)(=O)N1
1.6	CC(=O)Nc1cc(-c2cccc(C(=O)NCCN(C)C)c2)cn2c(-c3ccc(C(C)=O)cc3)cnc12
3.4	CC(C)C[C@H]1CNC(=S)N1C[C@H]1CCCN1C[C@H](Cc1ccc(O)cc1)N1C[C@H](Cc2ccccc2)N(CC2CCCCC2)C1=S
2.1	O=c1[nH][nH]c2c1[C@H](CCc1cccc(Cl)c1)O[C@H](C1CCCC1)C2
1.5	O=C(/C=C/[C@H]1O[C@@H](n2ccc(=O)[nH]c2=O)[C@H](O)[C@@H]1O)NCc1ccccn1
2.9	COC(=O)[C@@]1(Sc2ccc(C)cc2)CC(=O)N(C(=O)C2CC2)[C@@H]1c1ccccc1
1.2	COc1cccc(CN(C)C(=O)[C@@H](Cc2ccccc2)NC(=O)[C@H]2O[C@@H](n3ccc(=O)[nH]c3=O)[C@H](O)[C@@H]2O)c1
3.8	COc1cccc(C(=O)N[C@H](C(=O)N2CCC[C@H]2C(=O)NCCc2ccccc2Cl)C(C)C)c1
1.6	COc1ccc(NC(=O)C2(C)Cc3c(-c4cccc(C(F)(F)F)c4)ccnc3O2)cc1OC (stereo unspecified)
2.0	CSCC[C@@H](CO)NC(=O)[C@H]1O[C@@H](n2ccc(=O)[nH]c2=O)[C@H](O)[C@@H]1O
5.6	COc1cccc(C(=O)N2CCC[C@H]2C(=O)N2CCC[C@H]2C(=O)N[C@H](C)c2ccccc2)c1
1.2	COc1ccc(Nc2nc3cc(-c4ccccc4C)sc3c(=O)n2C)cc1OC
3.2	COc1ccc(Br)c(Cn2c(C)c(C(=O)NCCC#N)sc2=O)c1
0.3	Cc1ccc(S(=O)(=O)N2[C@H](CC(=O)c3cccc4ccccc34)OC[C@@H]2C)cc1
4.7	C[C@H]1[C@@H]2C[C@@]3(O[C@H](c4ccccn4)N=C3C[C@@H]1c1ccccc1)N(Cc1ccncc1)C2=O
0.9	CCC(=O)N1CCCC(C)(C(=O)Nc2ccc(C)c(C)c2)C1 (stereo unspecified)
0.9	O=C(N[C@H](c1cccc(Br)c1)[C@@H]1CCCC=C1c1ccccc1)C(F)(F)F
2.3	Cc1noc(C)c1NC(=O)N(C)C[C@H]1OCc2cnnn2CCCC(=O)N([C@H](C)CO)C[C@H]1C
0.5	Cc1cccc(C)c1NC(=O)C(C1CC1)n1c(=O)c(-c2cc3ccccc3[nH]2)nc2ccccc21 (stereo unspecified)
2.3	O=C(C(O)c1ccccc1)N1CCN(S(=O)(=O)c2ccc(C(F)(F)F)cc2)CC1 (stereo unspecified)
1.3	CCCCNC(=O)C1(C)CCCCN1C(=O)c1ccc(C)c(F)c1 (stereo unspecified)
1.7	CC(C)CN1C(=O)c2ccccc2C1c1nnnn1-c1ccc2c(c1)OCCO2 (stereo unspecified)
1.8	Cc1cc(Br)cn2c(CC(C)(C)C)c(C3CCCCC3)nc12
3.3	C[C@H](NC(=O)[C@@H]1CCCN1C(=O)[C@@H]1CCCN1C(=O)OC(C)(C)C)c1ccccc1
2.0	CN1CCN(c2ccc(CNC(=O)C3(C)Cc4c(-c5ccccc5)ccnc4O3)cc2)CC1 (stereo unspecified)
4.5	CC1(C)OC(=O)C2=C(C[C@@H](C3CCCCC3)O[C@H]2c2ccccc2)O1
1.9	COCCNC(=O)C1(C)CCCN(Cc2ccc(C)c3ccccc23)C1 (stereo unspecified)
-4.1	CC(C)(C)c1ccc(S(=O)(=O)NCC2CCN(C(=O)C(=O)c3cc4ccccc4o3)CC2)cc1
-0.1	CCCCOCCCNC(=O)C[C@@H]1C[C@@]2(C(=O)OC)CCCCC=C2N(CCC2=CCCCC2)C1=O
4.1	CSCCNC(=O)C1(C)CCN1C(=O)CCc1ccccc1 (stereo unspecified)
0.8	CCc1nc2ccc(C(=O)Nc3cccc(NS(C)(=O)=O)c3)cn2c1N(C)CCN1CCOCC1
3.3	COC(=O)c1cc2c(c3c4cc(C)ccc4n(S(=O)(=O)c4cccc(C)c4)c13)C(=O)N(Cc1ccc(N(C)C)cc1)C2
0.3	CCc1nc2c(OCc3ccc(OC(F)F)cc3)cccn2c1N(C)C(=O)c1ccco1

(listing goes on)
phage Ecoli inh	Molecule
-1.3	COC(=O)[C@]12C[C@H](CC(=O)NCCC(C)C)C(=O)N(Cc3ccc4c(c3)OCO4)C1=C[C@H](COCc1ccccc1)O[C@@H]2C
2.4	CC1(C(=O)Nc2cccc3c2CCCC3)CCN1C(=O)C1(c2ccccc2)CC1 (stereo unspecified)
3.7	CC(C)(C)c1ccc(CC(=O)N2CCC2(C)C(=O)NS(=O)(=O)c2ccc(Cl)s2)cc1 (stereo unspecified)
-1.0	Cc1ccc(S(=O)(=O)NC(=O)NC2=NC(C)(C)N(c3ccc(Cl)c(Cl)c3)C(N)=N2)cc1
0.9	COc1cccc(CNC(=O)[C@@H]2CCCN2C(=O)[C@H]2CCCCN2C(=O)c2c(F)cccc2F)c1
5.5	CCN1C(=O)[C@@H]2[C@@H]3CN(S(=O)(=O)c4ccc(C)cc4)[C@@H](c4ccccc4)[C@@H]3C(=O)C[C@@H]2C1=O
3.6	O=C(NCCc1ccc2c(c1)OCO2)Oc1ccccc1
2.2	Cc1ccc(C)c(NC(=O)C2(C)CCN2C(C)C)c1 (stereo unspecified)
2.2	C=CCN1C[C@@H](COCc2ccccc2)OCCS1(=O)=O
4.4	CCOC(=O)C(Cc1ccccc1)C1(C)Oc2ccccc2O1 (stereo unspecified)
2.3	CC1(C(=O)NS(=O)(=O)Cc2ccccc2C(F)(F)F)CCN1C(=O)Cc1ccsc1 (stereo unspecified)
2.6	COc1cccc(C(O)c2nc(-c3ccc(Cl)cc3)cs2)c1 (stereo unspecified)
3.7	CC(=O)C1=CCC(c2ccc(Cl)c(Cl)c2)N(S(=O)(=O)c2ccc(C)cc2)C1 (stereo unspecified)
0.2	CC(C)c1cc(Cn2c3ccccc3c(=O)n2C(C)Cn2cc(COc3ccccc3)nn2)on1 (stereo unspecified)
1.9	COC(=O)C1=CN(c2cccc(OCc3ccccc3)c2)C(N)=C(C#N)C1c1cccc(F)c1 (stereo unspecified)
0.8	COCCNc1ncnc2c1ncn2[C@H]1CN(Cc2ccc(OC)cc2)C[C@@H](CO)O1
4.4	CC(O)(c1ccccc1)c1nc(-c2ccc(S(C)(=O)=O)cc2)cs1 (stereo unspecified)
3.3	Cc1ccc(S(=O)(=O)N2[C@@H](Cc3ccccc3)CO[C@H]2CC(=O)c2cccc3ccccc23)cc1
1.6	CCc1nc2ccc(C(=O)NCCc3ccccn3)cn2c1N(C)Cc1ccc(N(C)C)cc1
5.0	Cc1ccc(S(=O)(=O)Nc2ccccc2O)cc1
-1.4	CCS(=O)(=O)N1Cc2cc(C(=O)N(C)C)nc(-c3cccc(-c4ccc(F)cc4)c3)c2[C@H]1CCO
2.0	Clc1ccc(-c2nc3ccc(Cl)cn3c2Cc2cccc(Cl)c2)cc1
3.9	COc1ccc([C@H]2C[C@H](O)C[C@@H](CCn3cc(-c4ccccc4)nn3)O2)cc1
-0.4	NC(Cc1ccccc1)c1csc(Nc2ccc(C(=O)NCCCO)cn2)n1 (stereo unspecified)
0.6	CCCC(C)(C)C(=O)N1CCC1(C)C(=O)Nc1cccc2ccccc12 (stereo unspecified)
-1.0	CCCCCCN(C(=O)CCCCCN1C(=O)NC(c2ccccc2)C(C(=O)OCc2ccccc2)=C1C)C(C(=O)NCCCC)c1ccc(OCC(=O)OC)c(C(=O)OC)c1 (stereo unspecified)
3.6	CCc1nc2ccc(C(=O)NCCNC(C)=O)cn2c1N(CC)Cc1cccc(Br)c1
1.7	OC(c1ccc(F)cc1)c1nc(-c2cccs2)cs1 (stereo unspecified)
1.3	CC(C)c1[nH]nc2c1C(c1ccc(Br)cc1)NC2=O (stereo unspecified)
0.2	COc1ccccc1-c1ncn(Cc2cccc(-c3ccccc3)c2)c1-c1ccco1

A stretch from further up:
phage Ecoli inh	Molecule
4.4	CC(O)(c1ccccc1)c1nc(-c2ccc(S(C)(=O)=O)cc2)cs1 (stereo unspecified)
3.3	Cc1ccc(S(=O)(=O)N2[C@@H](Cc3ccccc3)CO[C@H]2CC(=O)c2cccc3ccccc23)cc1
1.6	CCc1nc2ccc(C(=O)NCCc3ccccn3)cn2c1N(C)Cc1ccc(N(C)C)cc1
5.0	Cc1ccc(S(=O)(=O)Nc2ccccc2O)cc1
-1.4	CCS(=O)(=O)N1Cc2cc(C(=O)N(C)C)nc(-c3cccc(-c4ccc(F)cc4)c3)c2[C@H]1CCO
2.0	Clc1ccc(-c2nc3ccc(Cl)cn3c2Cc2cccc(Cl)c2)cc1
3.9	COc1ccc([C@H]2C[C@H](O)C[C@@H](CCn3cc(-c4ccccc4)nn3)O2)cc1
-0.4	NC(Cc1ccccc1)c1csc(Nc2ccc(C(=O)NCCCO)cn2)n1 (stereo unspecified)
0.6	CCCC(C)(C)C(=O)N1CCC1(C)C(=O)Nc1cccc2ccccc12 (stereo unspecified)
-1.0	CCCCCCN(C(=O)CCCCCN1C(=O)NC(c2ccccc2)C(C(=O)OCc2ccccc2)=C1C)C(C(=O)NCCCC)c1ccc(OCC(=O)OC)c(C(=O)OC)c1 (stereo unspecified)
3.6	CCc1nc2ccc(C(=O)NCCNC(C)=O)cn2c1N(CC)Cc1cccc(Br)c1
1.7	OC(c1ccc(F)cc1)c1nc(-c2cccs2)cs1 (stereo unspecified)
1.3	CC(C)c1[nH]nc2c1C(c1ccc(Br)cc1)NC2=O (stereo unspecified)

Remaining list, next part
phage Ecoli inh	Molecule
3.1	CCCCCCn1cc(CN2CC(N3CCN(CCN(C)C)CC3)CS2(=O)=O)nn1 (stereo unspecified)
4.1	COc1cccc(CNC(=O)[C@H]2CCCN2C(=O)[C@H]2CCCN2C(=O)c2ccc(F)cc2F)c1
2.2	COc1ccccc1-c1ccc2c(c1)C(C)(Cc1cc(Cl)ccc1C(F)(F)F)C(=O)N2 (stereo unspecified)
3.1	O=S(=O)(CS(=O)(=O)c1ccc(Br)cc1)c1ccc(Br)cc1
1.4	CC(C)(C)Cc1c(-c2cccc(Cl)c2)nc2ccc(Br)cn12
0.8	CCNC(=O)C1(C)CCCN(C(=O)c2ccc(OC)c(F)c2)C1 (stereo unspecified)
3.2	COC(=O)[C@]12C[C@H](CC(=O)NCc3ccccc3)C(=O)N(Cc3ccccc3)C1=C[C@H](C(C)C)O[C@@H]2C1CC1
1.7	CCNC(=O)C1(C)CCN(C(=O)c2cccc(Cl)c2)C1 (stereo unspecified)
1.2	CC1(Cc2ccc(Cl)cc2)C(=O)Nc2ccc(-c3cccnc3)cc21 (stereo unspecified)
4.0	CC12C=CC(C)(C3C(=O)NC(=O)C31)C1C3C(=O)NC(=O)C3C12 (stereo unspecified)
3.2	COC(=O)C[C@H]1CC[C@@H](NC(=O)Nc2cccc(OC)c2)[C@@H](CO)O1
